High-throughput results from PubChem BioAssay.
MrgX1 antagonist: antagonists of human MrgX1 receptor, primary screen, HEK293 cells, Fluo-4 calcium flux | actives 1.3% (n = 310,000) | BAM8-22 antagonism; hits give low values | B-score at 10 µM | Mas-related G-protein coupled receptor member X1 (Homo sapiens), Q96LB2;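 active means calcium-response B-score plate-corrected more than 3 library SD below zero, starting fluorescence within 5 deviations, no agonist response on first addition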;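 further: peak minus trough fluorescence over baseline after final BAM8-22 challenge near maximal dose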
Target sequence (Q96LB2 whole entry, looked up): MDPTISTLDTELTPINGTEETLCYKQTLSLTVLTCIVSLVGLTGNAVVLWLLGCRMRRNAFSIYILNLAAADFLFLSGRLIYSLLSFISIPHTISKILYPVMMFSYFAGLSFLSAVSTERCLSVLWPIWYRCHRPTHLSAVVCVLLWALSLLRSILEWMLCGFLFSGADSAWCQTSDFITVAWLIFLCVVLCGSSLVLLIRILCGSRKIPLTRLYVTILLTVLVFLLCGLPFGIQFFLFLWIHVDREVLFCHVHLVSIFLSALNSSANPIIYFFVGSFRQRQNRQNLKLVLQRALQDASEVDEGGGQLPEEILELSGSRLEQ
TRPC4 potent: positive allosteric modulators of TRPC4, primary screen, cell-based, mouse TRPC4beta, HEK293 mu-opioid, Fluo-4 calcium. Short transient receptor potential channel 4 (Mus musculus), Q9QUQ5. DAMGO EC20, Fluo-4 Ca2+ flux; hits give high values. B-score at 10 µM. actives 0.42% (n = 310,000);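 active means B-score of calcium response area above 5 SD of library B-scores, with initial fluorescence ratio within 5 SD of library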;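 further: B-score of integrated fluorescence ratio over time as area under calcium response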
TRPC6 inhibitor: mouse TRPC6 channel inhibitors, primary screen, cell-based, HEK293, membrane potential dye; B-score at 10 µM; AID 2553, 2010; actives 1.1% (n = 310,000); ACh-evoked depolarization; hits give low values; Short transient receptor potential channel 6 (Mus musculus), Q61143;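 active means B-score under library mean minus 3 SD, initial fluorescence not abnormally high, positive integrated signal ratio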;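 further: B-score derived from integrated fluorescence ratio over the kinetic read; more negative B-score means stronger inhibition of depolarization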
HIF activator: HIF pathway transcriptional activators, primary screen, cell-based, U2OS HRE-luciferase, luminescence | activation, % at 7.5 µM (by protocol) | U2OS HRE-luciferase reporter; normalized: DMSO 0%, desferrioxamine 100% | actives 0.32% (n = 300,000) | AID 1910, 2009;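 active means mean activation of at least 10% of the iron chelator positive control signal, with at least half of replicates also reaching 10%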
SKKanGAS inh: S. pyogenes SKKanGAS growth inhibitors in kanamycin, primary screen, streptokinase expression inhibitor project, SKKanGAS strain, BacTiter-Glo luminescence; 6 h; inhibition, % at 7.5 µM; actives 1.3% (n = 300,000); AID 1662, 2009;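 active means mean replicate score, as percent of positive control median, at least 50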;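 further: strain carries kanamycin resistance gene driven by streptokinase promoter and grows in 40 µg/ml kanamycin; loss of luminescence reflects streptokinase promoter inhibition or plain growth inhibition; 0% = median of DMSO wells and 100% = positive control at its reference dose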
aSyn UTR inh: MLPCN primary screen, SNCA 5' untranslated region; alpha-synuclein 5'UTR reporter, inhibitor activity; inhibition, % (tested at 7.5 µM); actives 0.82% (n = 300,000); in the data active means inhibition above about 60%;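 further: H4 neuroglioblastoma cells stably carrying SNCA 5'UTR luciferase fusion; 0% = DMSO wells and 100% = positive control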
TRPC4 block: inhibitors of mouse TRPC4 channel, primary screen, Fluo4 calcium, HEK293 TRPC4beta/mu-opioid cells | Short transient receptor potential channel 4 (Mus musculus), Q9QUQ5 | actives 0.39% (n = 300,000) | DAMGO-evoked Fluo4 calcium flux; hits give low values | AID 2247, 2010 | B-score at 10 µM;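 active means B-score over 3 SD under the library average, no early fluorescence shift, positive overall ratio signal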
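Material: HEK293 cells with stable TRPC4beta plus mu-opioid receptor expression / Probe or stimulus: DAMGO in two steps, submaximal then maximal / Compound: single concentration per test compound / Technique: kinetic Fluo4 fluorescence imaging of calcium influx / Read-out: per-well B score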
IEC-6 tox: cytotoxicity in IEC-6 intestinal epithelial cells, primary screen, cytotoxicity control for KLF5 inhibitor project, cell-based, luminescence. actives 0.78% (n = 290,000). inhibition, % at 5 µM. IEC-6 cytotoxicity, luminescence viability; in the data active means inhibition above about 22%;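 further: 0% = plate median of test compound wells and 100% = cytotoxic reference compound wells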
KLF5 inhibitor: KLF5 expression inhibitors, primary screen, DLD-1 cells, luminescence | DLD-1 KLF5 promoter-luciferase reporter | inhibition, % at 5 µM | actives 0.23% (n = 290,000);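 active means inhibition above a per-plate limit of that plate's mean compound inhibition plus 3 SD, cut at about 60% in these data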;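 further: 0% = DMSO wells and 100% = LY294002 at 200 µM; higher means less KLF5 promoter-driven luciferase light; inactives centre near -14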
TRPC4 act: activators of mouse TRPC4 channel, primary screen, Fluo4 calcium, HEK293 TRPC4beta/mu-opioid cells; Short transient receptor potential channel 4 (Mus musculus), Q9QUQ5; Fluo4 calcium fluorescence; hits give high values; B-score at 10 µM; actives 0.49% (n = 310,000); AID 2237, 2010;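 active means B-score above 5 SD of library B-scores, and initial fluorescence ratio not above library mean plus 5 SD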;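 further: positive B-score marks a calcium rise read as TRPC4 activation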
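Incubation: 45 min room-temperature Fluo4 loading, 110 s read / System: HEK293 cells stably co-expressing mouse TRPC4beta and mu-opioid receptor / Signal: Fluo4 fluorescence, kinetic / Control set: buffer (low) and maximal DAMGO (high) / Measure: integrated baseline-normalised fluorescence ratio, converted to per-well B score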
TRPC6 act: mouse TRPC6 channel activators, primary screen, cell-based, HEK293, membrane potential dye. HEK293-TRPC6 membrane potential dye fluorescence; hits give high values. B-score at 10 µM. actives 0.13% (n = 310,000);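 active means B-score of the integrated fluorescence ratio above library mean plus 3 SD, and starting fluorescence ratio within library mean plus 5 SD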;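 further: higher score means more depolarization so channel activation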
* = called active by the depositor.

Screening CCCc1oc(C(=O)O)cc1CN1CCOCC1 returned MrgX1 antagonist inactive, TRPC4 potent inactive, TRPC6 inhibitor inactive, HIF activator -0.1, SKKanGAS inh -7, aSyn UTR inh 11, TRPC4 block inactive, IEC-6 tox -1, KLF5 inhibitor -15, TRPC4 act inactive and TRPC6 act inactive.
For CN1CCC(N(C)S(=O)(=O)c2ccc(NC(=O)COc3ccc(Br)cc3Cl)cc2)CC1 the results were MrgX1 antagonist inactive, TRPC4 potent inactive, TRPC6 inhibitor inactive, HIF activator 0.2, SKKanGAS inh 14, aSyn UTR inh -16, TRPC4 block inactive, TRPC4 act inactive and TRPC6 act inactive.
Screening O=C1CCCC(O)=C1N=Nc1ccc(Cl)c(Cl)c1 returned MrgX1 antagonist inactive, TRPC4 potent inactive, TRPC6 inhibitor inactive, HIF activator -0.5, SKKanGAS inh -1, aSyn UTR inh -10, TRPC4 block inactive, IEC-6 tox 1, KLF5 inhibitor -19, TRPC4 act inactive and TRPC6 act inactive.
Screening CC(C)C[C@@H](COc1ccccc1)N1CCN(CCc2ccccc2)CCC1=O returned MrgX1 antagonist inactive, TRPC4 potent inactive, TRPC6 inhibitor inactive, HIF activator -0.7, SKKanGAS inh 2, aSyn UTR inh 15, IEC-6 tox -2, KLF5 inhibitor -29, TRPC4 act inactive and TRPC6 act inactive.
CCC(=O)N1CCc2cc(S(=O)(=O)N3CCCCC3CC)ccc21 (stereo unspecified) was read as MrgX1 antagonist inactive, TRPC4 potent inactive, TRPC6 inhibitor inactive, HIF activator 1.6, SKKanGAS inh 4, aSyn UTR inh 9, TRPC4 block inactive, IEC-6 tox 10, KLF5 inhibitor 10, TRPC4 act inactive and TRPC6 act inactive.
For O=C(CN1CCCCCC1=O)OCc1ncc(-c2ccccc2)o1 the results were MrgX1 antagonist inactive, TRPC4 potent inactive, TRPC6 inhibitor inactive, HIF activator 0.6, SKKanGAS inh -2, aSyn UTR inh -1, TRPC4 block inactive, IEC-6 tox 0, KLF5 inhibitor -23, TRPC4 act inactive and TRPC6 act inactive.
Screening CCc1ccc(C(C)NC(=S)NC2CCCCC2)cc1 (stereo unspecified) returned MrgX1 antagonist inactive, TRPC4 potent inactive, TRPC6 inhibitor inactive, HIF activator -0.3, SKKanGAS inh 7, aSyn UTR inh 16, TRPC4 block inactive, IEC-6 tox 1, KLF5 inhibitor -32, TRPC4 act inactive and TRPC6 act inactive.
For OC1c2cc(Br)ccc2N=C2CCCN21 (stereo unspecified) the results were MrgX1 antagonist inactive, TRPC4 potent inactive, TRPC6 inhibitor inactive, HIF activator 1.2, SKKanGAS inh -2, aSyn UTR inh -88, TRPC4 block inactive, IEC-6 tox 8, KLF5 inhibitor -21, TRPC4 act inactive and TRPC6 act inactive.
CC(C)c1ccc(N2C(=O)CC(Sc3ncn[nH]3)C2=O)cc1 (stereo unspecified) was read as MrgX1 antagonist inactive, TRPC4 potent inactive, TRPC6 inhibitor inactive, HIF activator 0.2, SKKanGAS inh -3, aSyn UTR inh 9, TRPC4 block inactive, IEC-6 tox -1, KLF5 inhibitor -24, TRPC4 act inactive and TRPC6 act inactive.
Screening O=C1CCC(=O)N1c1ccccc1OS(=O)(=O)c1ccccc1 returned MrgX1 antagonist inactive, TRPC4 potent inactive, TRPC6 inhibitor inactive, HIF activator -0.2, SKKanGAS inh 0, aSyn UTR inh -4, TRPC4 block inactive, IEC-6 tox 2, KLF5 inhibitor -6, TRPC4 act inactive and TRPC6 act inactive.
`CCOC(=O)C1=C(O)C(Nc2nccs2)(C(F)(F)F)N=C1C` (stereo unspecified) gave MrgX1 antagonist inactive, TRPC4 potent inactive, TRPC6 inhibitor inactive, HIF activator -0.3, SKKanGAS inh 2, aSyn UTR inh -22, TRPC4 block inactive, IEC-6 tox 0, KLF5 inhibitor -9, TRPC4 act inactive and TRPC6 act inactive.
`COc1ccc2[nH]c3c(=O)n(CCCC(=O)NC4CCC(C)CC4)c(=S)[nH]c3c2c1` (stereo unspecified) gave MrgX1 antagonist inactive, TRPC4 potent inactive, TRPC6 inhibitor inactive, HIF activator 0.0, SKKanGAS inh -7, aSyn UTR inh 5, TRPC4 block inactive, IEC-6 tox -7, KLF5 inhibitor -28, TRPC4 act inactive and TRPC6 act inactive.
`CC(C)Sc1nc2c([nH]1)c(=N)ncn2Cc1ccccc1` gave MrgX1 antagonist inactive, TRPC4 potent inactive, TRPC6 inhibitor inactive, HIF activator -0.5, SKKanGAS inh -8, aSyn UTR inh 9, TRPC4 block inactive, IEC-6 tox -1, KLF5 inhibitor -25, TRPC4 act inactive and TRPC6 act inactive.
Screening Cc1ccc(-n2nnnc2CCl)cc1 returned TRPC4 potent inactive, TRPC6 inhibitor inactive, HIF activator -1.2, SKKanGAS inh 4, aSyn UTR inh -5, TRPC4 block inactive, IEC-6 tox 0, KLF5 inhibitor -4, TRPC4 act inactive and TRPC6 act inactive.
For CC1CSC(N(C(=O)c2ccc(S(C)(=O)=O)cc2)c2ccc(Cl)cc2)=N1 (stereo unspecified) the results were MrgX1 antagonist inactive, TRPC4 potent inactive, TRPC6 inhibitor inactive, HIF activator 1.3, SKKanGAS inh 8, aSyn UTR inh -53, TRPC4 block inactive, IEC-6 tox 8, KLF5 inhibitor -10, TRPC4 act inactive and TRPC6 act inactive.
`COc1cc(/C=C/C(=O)OCC(=O)Nc2ccc(S(=O)(=O)N3CCCC3)cc2)ccc1O` gave MrgX1 antagonist inactive, TRPC4 potent inactive, TRPC6 inhibitor inactive, HIF activator -1.8, SKKanGAS inh 2, aSyn UTR inh 4, TRPC4 block inactive, IEC-6 tox -1, KLF5 inhibitor -1, TRPC4 act inactive and TRPC6 act inactive.
CCn1c(C)c(C(C)=O)c(N2CCN(c3ccc(F)cc3)CC2)nc1=S was read as MrgX1 antagonist inactive, TRPC4 potent inactive, TRPC6 inhibitor inactive, HIF activator -0.1, SKKanGAS inh -1, aSyn UTR inh 6, TRPC4 block inactive, IEC-6 tox 4, KLF5 inhibitor -2, TRPC4 act inactive and TRPC6 act inactive.
Screening CNC(=O)Nc1cc(C(C)(C)C)no1 returned MrgX1 antagonist inactive, TRPC4 potent inactive, TRPC6 inhibitor inactive, HIF activator -0.2, SKKanGAS inh 2, aSyn UTR inh -9, TRPC4 block inactive, IEC-6 tox 0, KLF5 inhibitor -10, TRPC4 act inactive and TRPC6 act inactive.
For CCn1c(=O)c2ccccc2n(CC(=O)NC2CCCCC2)c1=O the results were MrgX1 antagonist inactive, TRPC4 potent inactive, TRPC6 inhibitor inactive, HIF activator -0.6, SKKanGAS inh -3, aSyn UTR inh -37, TRPC4 block inactive, IEC-6 tox -4, KLF5 inhibitor 3, TRPC4 act inactive and TRPC6 act inactive.
O=C(CC1Sc2ccccc2NC1=O)OCC(=O)N1CCc2ccccc21 (stereo unspecified) was read as MrgX1 antagonist inactive, TRPC4 potent inactive, TRPC6 inhibitor inactive, HIF activator 1.3, SKKanGAS inh -16, aSyn UTR inh 2, TRPC4 block inactive, IEC-6 tox -6, KLF5 inhibitor -14, TRPC4 act inactive and TRPC6 act inactive.
Screening Cc1ccc2c(c1)C(O)(CC(=O)c1cccnc1)C(=O)N2 (stereo unspecified) returned MrgX1 antagonist inactive, TRPC4 potent inactive, TRPC6 inhibitor inactive, HIF activator 0.1, SKKanGAS inh -1, aSyn UTR inh 10, TRPC4 block inactive, IEC-6 tox 3, KLF5 inhibitor 3, TRPC4 act inactive and TRPC6 act inactive.
`COc1ccc(NC(=S)N(CCc2c(C)[nH]c3ccc(C)cc23)Cc2cccs2)cc1` gave MrgX1 antagonist inactive, TRPC4 potent inactive, TRPC6 inhibitor inactive, HIF activator -0.4, SKKanGAS inh 12, aSyn UTR inh 4, TRPC4 block inactive, IEC-6 tox -2, KLF5 inhibitor 4, TRPC4 act inactive and TRPC6 act inactive.
For Cc1nnc(SCC(=O)Nc2ncc3c(n2)CC(c2ccccc2)CC3=O)s1 (stereo unspecified) the results were MrgX1 antagonist inactive, TRPC4 potent inactive, TRPC6 inhibitor inactive, HIF activator 0.0, SKKanGAS inh 0, aSyn UTR inh -9, TRPC4 block inactive, IEC-6 tox 3, KLF5 inhibitor -23, TRPC4 act inactive and TRPC6 act inactive.
`COC(=O)c1ccccc1NC(=S)N(Cc1ccc2c(c1)OCO2)Cc1cc2ccc(OC)cc2[nH]c1=O` gave MrgX1 antagonist inactive, TRPC4 potent inactive, TRPC6 inhibitor inactive, HIF activator 1.1, SKKanGAS inh 21, aSyn UTR inh 29, TRPC4 block inactive, IEC-6 tox 2, KLF5 inhibitor -14, TRPC4 act inactive and TRPC6 act inactive.
Screening O=C(c1cc(-c2ccc(O)cc2)on1)N1CCCC1 returned MrgX1 antagonist inactive, TRPC4 potent inactive, TRPC6 inhibitor inactive, HIF activator 1.3, SKKanGAS inh 4, aSyn UTR inh -26, TRPC4 block inactive, IEC-6 tox 1, KLF5 inhibitor -112, TRPC4 act inactive and TRPC6 act inactive.
For O=S(=O)(NCCOCC(F)(F)F)c1ccc2oc3ccccc3c2c1 the results were MrgX1 antagonist inactive, TRPC4 potent inactive, TRPC6 inhibitor inactive, HIF activator -0.5, SKKanGAS inh -8, aSyn UTR inh -7, TRPC4 block inactive, IEC-6 tox -8, KLF5 inhibitor 14, TRPC4 act inactive and TRPC6 act inactive.
For CC(=O)N1N=C(N)SC12CCCC2 the results were MrgX1 antagonist inactive, TRPC4 potent inactive, TRPC6 inhibitor inactive, HIF activator 0.3, SKKanGAS inh -7, aSyn UTR inh 28, TRPC4 block inactive, IEC-6 tox -10, KLF5 inhibitor 5, TRPC4 act inactive and TRPC6 act inactive.
